Screens: PubChem, The Scripps Research Institute Molecular Screening Center
TEAD-YAP inh = TEAD-YAP interaction inhibition | HEK-TIYL cells, TEAD-Gal4/YAP UAS-luciferase luminescence | inhibition, % at 9.12 µM | 1.4% of 640,000 active; in the data active = inhibition above about 32%;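 note: 0% = median of test compound wells and 100% = reference inhibitor wells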
GPR151 ag = activators of human GPR151 | 1% of 650,000 active | activation, % at 11.2 µM | AID 1508602 | Q8TDV0 | PathHunter beta-arrestin GPR151 cells, luminescence; in the data active = activation above about 4.9%;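 note: 0% = median of compound wells and 100% = cells with positive control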
Target sequence (Q8TDV0 whole entry, looked up): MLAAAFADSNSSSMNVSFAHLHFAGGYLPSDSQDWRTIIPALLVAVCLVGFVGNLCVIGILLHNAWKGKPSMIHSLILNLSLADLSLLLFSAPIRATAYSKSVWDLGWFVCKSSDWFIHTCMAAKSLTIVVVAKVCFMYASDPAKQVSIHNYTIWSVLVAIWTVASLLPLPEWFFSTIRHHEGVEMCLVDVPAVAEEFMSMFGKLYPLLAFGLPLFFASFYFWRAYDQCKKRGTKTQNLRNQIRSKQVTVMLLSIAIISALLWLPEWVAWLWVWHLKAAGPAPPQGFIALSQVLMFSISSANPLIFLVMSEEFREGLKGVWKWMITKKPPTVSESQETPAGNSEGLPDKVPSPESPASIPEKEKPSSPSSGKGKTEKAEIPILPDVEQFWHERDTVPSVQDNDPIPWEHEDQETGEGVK
MITF primary = inhibitors of human MITF; O75030; AlphaScreen MITF homodimerization, bead proximity signal; inhibition, % at 2.6 µM; 0.91% of 650,000 active; AID 1259374; in the data active = inhibition above about 50%;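 note: 0% = vehicle wells with protein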
Target sequence (O75030 whole entry, looked up): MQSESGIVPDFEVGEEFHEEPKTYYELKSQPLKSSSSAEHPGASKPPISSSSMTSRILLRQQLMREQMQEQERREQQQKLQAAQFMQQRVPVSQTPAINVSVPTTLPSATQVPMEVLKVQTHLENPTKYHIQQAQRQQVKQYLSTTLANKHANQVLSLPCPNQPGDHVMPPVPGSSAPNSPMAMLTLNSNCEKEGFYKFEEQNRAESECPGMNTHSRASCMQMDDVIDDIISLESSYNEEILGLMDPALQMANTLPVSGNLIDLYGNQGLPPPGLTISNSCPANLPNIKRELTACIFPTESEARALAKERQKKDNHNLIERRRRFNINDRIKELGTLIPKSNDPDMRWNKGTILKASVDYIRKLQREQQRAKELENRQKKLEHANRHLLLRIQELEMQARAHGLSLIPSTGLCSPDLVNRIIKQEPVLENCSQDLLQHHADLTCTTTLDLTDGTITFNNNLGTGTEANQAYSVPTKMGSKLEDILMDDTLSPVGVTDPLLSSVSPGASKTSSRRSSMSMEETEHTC
FBW7 act = human FBW7 E3 ligase activation, primary screen; Q969H0; AlphaScreen FBW7–phospho-cyclin E peptide binding, activator screen; normalized activity (activation), % at 26.1 µM; 0.13% of 650,000 active; AID 1259310; in the data active = normalized activity above about 1.9%;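 note: purified mutant Fbw7 with reduced substrate affinity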
An asterisk follows results filed as active.

SMILES	TEAD-YAP inh	GPR151 ag	MITF primary	FBW7 act
CN(C)S(=O)(=O)c1cc(C(=O)Nc2ccc(C(=O)O)cc2)c(Cl)cc1Cl	0	2.2	4	0.0
Cc1nn(-c2ccccc2)c(C)c1C=O	4	-0.3	-13	-0.2
Cc1ccc(S(=O)(=O)N2C(=O)CCC2C(=O)NCCOc2ccccc2C)cc1 (stereo unspecified)	-4	-1.2	1	0.0
CCOc1ccc2c(c1)C(c1cccnc1)=NNC(c1ccccc1)=N2	-42	2.9	13	0.0
CC(=O)Oc1cccc(C(=O)Nc2ccc(-c3nc4ccccc4o3)cc2)c1	-64	0.7	-4	-0.2
CSc1cccc(NC(=O)CN(C)S(=O)(=O)c2cnc[nH]2)c1	5	-0.1	-14	-0.1
C=CCc1cccc(C2Nc3ccccc3C(=O)N2O)c1O (stereo unspecified)	-11	-0.7	-152	0.0
Cc1c(N2C3=[N+](CCCCC3)CC2(O)c2ccccc2)c(=O)n(-c2ccccc2)n1C (stereo unspecified)	0	-1.3	9	-0.1
O=C(NS(=O)(=O)c1ccc(N=NN2CCOCC2)cc1)C12CC3CC(CC(C3)C1)C2	2	1.5	-7	-0.1
O=S(=O)(c1cccc(Cl)c1)N1CCCC1	-8	-0.6	-5	0.8
Cc1cnc(-c2ccc(C(N)=O)cc2)nc1NCCN(C(C)C)C(C)C	-6	-0.2	4	0.0
CCOc1cccc2c1N(C(=O)Cc1ccc(F)cc1)C(C)(C)C(=S)C2=C1SC(C(=O)OC)=C(C(=O)OC)S1	-5	1.5	15	0.0
CS(=O)(=O)N1CCc2cc(C(=O)OCC(=O)c3ccc(Cl)cc3)ccc21	7	1.2	1	0.1
CCCCOc1ccc(-c2nc(-c3ccccc3)c3ccccn23)cc1	-5	0.2	16	0.5
NNC(=O)c1ccc(Cn2cnc(N)n2)o1	5	-0.3	5	0.0

5 entries from above, with two lines to a compound:
Sequence of screens – TEAD-YAP inh | GPR151 ag | MITF primary | FBW7 act
C=CCc1cccc(C2Nc3ccccc3C(=O)N2O)c1O (stereo unspecified)
  -11 | -0.7 | -152 | 0.0
Cc1c(N2C3=[N+](CCCCC3)CC2(O)c2ccccc2)c(=O)n(-c2ccccc2)n1C (stereo unspecified)
  0 | -1.3 | 9 | -0.1
O=C(NS(=O)(=O)c1ccc(N=NN2CCOCC2)cc1)C12CC3CC(CC(C3)C1)C2
  2 | 1.5 | -7 | -0.1
O=S(=O)(c1cccc(Cl)c1)N1CCCC1
  -8 | -0.6 | -5 | 0.8
Cc1cnc(-c2ccc(C(N)=O)cc2)nc1NCCN(C(C)C)C(C)C
  -6 | -0.2 | 4 | 0.0

Record cards (already shown). Order of values: TEAD-YAP inh	GPR151 ag	MITF primary	FBW7 act
O=C(NS(=O)(=O)c1ccc(N=NN2CCOCC2)cc1)C12CC3CC(CC(C3)C1)C2 across the screens: 2	1.5	-7	-0.1
CN(C)S(=O)(=O)c1cc(C(=O)Nc2ccc(C(=O)O)cc2)c(Cl)cc1Cl across the screens: 0	2.2	4	0.0
C=CCc1cccc(C2Nc3ccccc3C(=O)N2O)c1O (stereo unspecified) across the screens: -11	-0.7	-152	0.0
CSc1cccc(NC(=O)CN(C)S(=O)(=O)c2cnc[nH]2)c1 across the screens: 5	-0.1	-14	-0.1
Cc1nn(-c2ccccc2)c(C)c1C=O across the screens: 4	-0.3	-13	-0.2

More compounds.
SMILES	TEAD-YAP inh	GPR151 ag	MITF primary	FBW7 act
Clc1ccc2nc(Nc3nc4ccccc4[nH]3)nc(-c3ccccc3)c2c1	-4	-0.2	28	0.2
CC(C)[C@H]1CN(Cc2ccco2)CCN1C(=O)NCc1ccccc1	2	0.0	7	0.3
Cc1nc2ccc(Br)cc2c(-c2ccccc2)c1C(=O)O	4	0.0	14	0.1
COCCCN(Cc1ccco1)C(=O)Cc1nc(-c2ccc(OC)cc2)no1	-13	-0.1	-4	-0.1
COCCCNC(=O)c1ccc([N+](=O)[O-])s1	-6	0.5	3	0.5
CCc1ccc(/C=C2/C(=N)N3C(=NC2=O)SN=C3S(=O)(=O)CC)cc1	15	-1.0	5	-0.2
CCCCOc1ccc(C(=O)NO)cc1OC	40*	-0.9	-7	0.2
CC1CCCCN1Cc1ccc(-c2nn[nH]n2)cc1 (stereo unspecified)	4	3.8	-1	0.0
Cc1cc(NCCc2ccc(O)cc2)nc(-c2csc3ccccc23)n1	9	1.1	8	-0.1
CC(C)CN1C(=O)c2ccc(C(=O)Nc3ccc(O)cc3C(=O)O)cc2C1=O	6	0.3	18	0.0
CC(=O)C1=C(C)NC(c2cccc([N+](=O)[O-])c2)NC1c1cccc([N+](=O)[O-])c1 (stereo unspecified)	-5	-1.4	5	0.1
COc1ccc2nc(SCC(=O)Nc3cccc(C)c3)[nH]c2c1	-2	1.5	6	-0.1
CCCCN(C)C(=O)c1nn(-c2cc(OC)cc(OC)c2)c(=O)c2ccccc12	4	0.1	6	0.0
CCn1c(SCC(=O)Nc2ccc(C)c(Cl)c2)nc2c(c1=O)SC(C)C2 (stereo unspecified)	3	0.3	7	-0.2
COc1ccc2c(Cl)c(C(=O)NCc3cccnc3)sc2c1Cl	-14	0.6	-17	0.1
CC(C)n1cnc2c(Nc3ccc(N4CCOCC4)cc3)nc(Nc3ccc(C(F)(F)F)cc3)nc21	-5	0.7	-1	0.2
C=C(C)CN1C(=O)NC(CC)(C2CCN(C(=O)C34CC5CC(CC(C5)C3)C4)CC2)C1=O (stereo unspecified)	-6	-0.7	-91	0.0
Cc1ccc(OCC(=O)N2CCC(C(N)=O)CC2)cc1	-13	-2.0	1	0.1
COc1cc(C)c(CN2CCOc3ccc(CN4CCC(O)CC4)cc3C2)cc1C	-9	0.4	7	0.6
Cc1ccc(NC(=O)Cn2c(=O)oc3ccccc32)cc1	-15	0.6	0	-0.1
O=c1c2ccccc2nc(SCc2ccccc2Cl)n1CCc1ccccc1	4	-1.5	11	0.1
Cc1ccc(F)cc1Nc1nc(-c2ccccc2F)nc2ccccc12	12	0.5	9	0.1
O=C(CCc1ccccc1)NNC(=O)c1ccccn1	13	-1.2	30	-1.4
O=C1CSC(c2cn(-c3ccccc3)nc2-c2ccccc2)N1CCCN1CCOCC1 (stereo unspecified)	15	-0.9	10	0.0
CC(=O)c1sc(NC(=O)CSc2ccc(F)cc2)nc1C	-34	1.0	4	-0.1
CCOC(=O)c1c(NC(=O)CSc2nnc(CNC(=O)c3cccc(C)c3)n2-c2ccc(F)cc2)sc2c1CCC2	8	0.0	0	0.1
CC(=O)NCc1nnc2n1CCN(Cc1ccc(-c3ccccc3)cc1)CC2	-7	-0.4	1	0.1
Fc1ccccc1CSc1nc2ccccc2nc1SCc1ccccc1F	2	0.3	8	0.0
COCCN(C(=O)CC1C(=O)NCCN1Cc1cc(OC)cc(OC)c1)C(C)C (stereo unspecified)	-9	1.1	2	0.1
COc1ccccc1OCC(=O)NCc1ccc(C)cc1	-12	5.4*	-3	1.4
COc1cc(/C=N\NC(=O)CSc2nc3ccccc3o2)ccc1O	-7	0.5	14	-1.1
COc1ccc(NC(=O)CSc2nnc3[nH]c(=O)ccn23)cc1	-15	-0.4	3	-0.2
Cc1ccc(-c2cc(C(=O)Nc3sc4c(c3C(N)=O)CCCC4)c3ccccc3n2)cc1	-19	-0.4	-3	0.0
O=C(Nc1ccc2ccccc2c1)c1scc2c1CCCC2	25	-2.5	-23	0.0
CCOC(=O)C1CCN(S(=O)(=O)c2ccc3[nH]cc(C(=O)O)c(=O)c3c2)CC1	5	-1.2	34	0.2
Cc1cc(C)c(C2=NON3N(C(=O)c4cccc(Br)c4)c4ccccc4N23)c(C)c1	6	1.3	-8	0.0
Cn1cc(CC(=O)Nc2ccccc2)c2ccccc21	-6	0.2	0	0.3
CCCNc1ccnc(NCCN2CCOCC2)n1	9	1.2	4	-0.1
CCOc1ccc(CCN2CNc3c(C(=O)OC)cnn3C2)cc1	2	1.4	-4	0.0
COc1ccccc1/C=N/NC(=O)c1ccccn1	-53	0.4	12	0.0
CN(C)c1cccc(C(=O)N2CCC(Nc3nc4c(c(=O)[nH]3)CCCC4)CC2)c1	19	0.5	17	0.0
CCc1ccc(NC(=O)c2cc(S(=O)(=O)NC3CCCCC3C)ccc2F)cc1 (stereo unspecified)	-12	-2.0	6	0.1
NS(=O)(=O)c1ccc2nc(NC(=O)c3sc4ccccc4c3Cl)sc2c1	5	0.5	-8	0.0
O=C(CCN1C(=O)C2CC=C(Cl)CC2C1=O)Nc1ccccc1O (stereo unspecified)	-16	3.1	4	0.5
Cc1cc(NCc2nc3ccccc3[nH]2)nc(Nc2ccc3ncccc3c2)n1	-29	-1.9	2	-0.1
Cc1cccc(CS(=O)(=O)Cc2ccc(C(=O)NC3CC3)o2)c1	0	-0.7	7	0.0
COc1cc(OC)cc(C(=O)Nc2nc3ccc([N+](=O)[O-])cc3s2)c1	-3	-0.3	-10	0.2
Cc1ccc(OCc2nnc(NC(=O)C(c3ccccc3)c3ccccc3)s2)cc1	3	-0.2	13	0.4
COc1cccc(CN(C)C(=O)Nc2ccc(-c3cn[nH]c3)cc2F)c1	5	0.0	8	0.1
N#C/C(=C\c1ccc([N+](=O)[O-])cc1)C(=O)Nc1ccc([N+](=O)[O-])cc1Cl	2	0.0	3	-0.3
COc1ccc(-n2nnnc2SCC(=O)Nc2nccs2)cc1	11	0.7	-2	0.2
Cc1sc(NC(=O)c2ccccc2Br)nc1-c1ccccc1	0	-0.4	11	-0.1
COc1cccc2cc(C(=O)Nc3ccc(C)cc3C)c(=O)oc12	2	-0.1	8	0.2
CC(=O)c1cccc(NC(=O)CSc2nnc(Nc3c(C)cccc3C)s2)c1	8	-0.8	11	-0.1
O=C(CNC(=S)N(Cc1ccccc1)Cc1cccnc1)NCCC1=CCCCC1	2	-0.5	-3	-0.1
O=C(Nc1ccc(Br)c(C(F)(F)F)c1)c1cccc2ccccc12	-13	0.9	3	0.0
CCC(SCCSC(CC)C(=O)Nc1nnc(C)s1)C(=O)Nc1nnc(C)s1 (stereo unspecified)	-4	-0.7	-19	0.0
COC(=O)c1cc(CNC(=O)Cc2c[nH]c3ccccc23)cc(NC(=O)c2ccco2)c1	1	-0.7	-4	-0.1
CN1C(=O)C(O)(c2sc(N)nc2-c2ccccc2)c2ccccc21 (stereo unspecified)	-1	1.1	14	-0.1
CCc1nc(N2CCN(CC)CC2)c2c3c(sc2n1)CCCC3	0	-0.3	0	-0.2

Next entries:
SMILES	TEAD-YAP inh	GPR151 ag	MITF primary	FBW7 act
Brc1ccccc1-c1nnc2sc(COc3ccccc3)nn12	12	0.1	-1	0.0
CCOC(=O)C1CCN(c2cc(C)nc3c(-c4ccccc4OC)c(C)nn23)CC1	4	-0.4	-7	-0.2
O=C(N[C@H]1C[C@H]2C(=O)N[C@@H](COCc3ccccc3)C(=O)N2C1)c1ccccc1Cl	-16	-0.2	-2	0.1
CC(C)(C)C(=O)COc1ccc(S(=O)(=O)N2CCOCC2)cc1Cl	-6	0.6	0	0.3
O=C1CC(c2cccc3ccccc23)Sc2nc(C34CC5CC(CC(C5)C3)C4)nn21 (stereo unspecified)	-4	4.9	-7	0.1
Cc1cc(NC(=O)c2ncoc2-c2ccc(F)cc2)n(Cc2ccccc2)n1	-4	0.6	8	0.0
Cc1noc(C)c1COC(=O)C(c1ccccc1)c1ccccc1	8	-0.4	8	0.1
COc1ccc(-c2nnc(SCc3ncc(-c4ccccc4)o3)o2)cc1	-10	0.2	0	-0.1
Cc1ccc(N2C(=O)NC(NC(=O)C(C)(C)C)(C(F)(F)F)C2=O)cc1 (stereo unspecified)	2	0.5	13	0.6
CC(=O)Nc1ccc(S(=O)(=O)NCCCN2CCN(c3ccccc3)CC2)c(C)c1	2	2.2	13	0.0
CCCS(=O)(=O)c1c(S(=O)(=O)CCC)c2c(C)cccn2c1C(=O)c1ccc(Br)cc1	8	0.2	-8	-0.1
COc1ccc(Br)cc1C(=O)Nc1cc(-c2nc3cc(C)cc(C)c3o2)ccc1C	2	0.5	2	0.0
Cc1ccc(N2CCN(S(=O)(=O)c3ccc(F)c(C(=O)Nc4ccc(C(C)C)cc4)c3)CC2C)cc1 (stereo unspecified)	5	1.6	9	0.0
CC(C)C(NS(C)(=O)=O)c1nnc2n1CCN(Cc1cccc(F)c1)CC2 (stereo unspecified)	7	0.2	8	0.0
C=C(C)CC1(NCc2ccccc2)CCCCC1	-3	-1.5	-7	-0.1
COc1ccc(Br)cc1/C=N/N=C(N)N	42*	-2.2	3	-0.1
O=C(c1ccc(F)cc1)N(Cc1ccccc1)c1ccccn1	4	0.5	8	0.7
COc1cc(C(=O)NN=C2CCN(Cc3ccccc3)CC2)cc(OC)c1OC	70*	-1.2	20	0.6
COc1cc(C(=O)Nc2cccc(NC(=O)c3cc(F)c(F)cc3Cl)c2)cc(OC)c1OC	15	-0.1	8	0.0
CCN1C(=O)/C(=C\c2ccccc2I)SC1=S	6	-1.4	0	-0.2
COc1cccc(-c2ccc(NC(=O)C3CCCN(C(=O)c4cnsn4)C3)cc2)c1 (stereo unspecified)	-20	-0.2	-9	-0.1
COc1ccc(S(=O)(=O)NCc2ccccc2OC)cc1Cl	-4	0.6	-8	-0.1
O=CNC(c1ccccc1)c1ccccc1Br (stereo unspecified)	6	1.6	-7	0.1
CC1CCCC(C)N1/N=C/c1ccc([N+](=O)[O-])o1 (stereo unspecified)	-12	0.5	12	0.0
COc1ccc(Cl)cc1NC(=O)N1CC(=O)Nc2ccccc21	-1	2.4	15	0.0
CNc1nc2c(c(=O)[nH]c(=O)n2C)n1CCC(C)C	-2	-0.1	0	0.2
CCCN1Cc2cccc(C(=O)NCc3ccco3)c2C1=O	15	0.6	-3	0.2

The order is random. About 3.4% of those tested had a hit in this group.
